OXTR ag: human OXTR agonism; 320,000 compounds, 0.32% hits; activation, % at 3 µM; P30559; CHO-OTR cells, Fluo-8 calcium fluorescence; normalized: DMSO 0%, oxytocin 100%;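 active = activation above the mean of all tested compounds plus 3 SD, cutoff set per screening run, cut at about 20% in these data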;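 also: peak over basal fluorescence ratio from a 100 s FLIPR kinetic read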
V1R ag counter: V1a receptor agonism, counter-screen for OXTR agonists; CHO-V1R cells, Fluo-8 calcium fluorescence, agonist mode; 0% DMSO, 100% 3 nM vasopressin; activation, % at 3 µM; 320,000 compounds, 0.25% hits;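 active = activation above the mean activation of all tested compounds plus 3 SD, per screening run, cut at about 20% in these data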;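 also: signal is peak over basal fluorescence ratio across a 100 second FLIPR read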
Target sequence (P37288 whole entry, looked up): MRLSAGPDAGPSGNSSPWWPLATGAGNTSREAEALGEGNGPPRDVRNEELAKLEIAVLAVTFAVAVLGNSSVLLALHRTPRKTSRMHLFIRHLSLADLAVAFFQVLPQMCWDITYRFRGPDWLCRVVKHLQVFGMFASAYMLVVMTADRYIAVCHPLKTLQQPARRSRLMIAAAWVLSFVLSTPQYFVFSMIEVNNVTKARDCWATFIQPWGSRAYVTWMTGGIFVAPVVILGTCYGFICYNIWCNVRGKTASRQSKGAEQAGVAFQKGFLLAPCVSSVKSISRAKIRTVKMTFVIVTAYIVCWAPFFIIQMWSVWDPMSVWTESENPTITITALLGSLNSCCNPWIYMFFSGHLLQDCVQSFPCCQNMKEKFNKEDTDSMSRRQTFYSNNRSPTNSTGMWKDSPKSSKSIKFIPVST
OXTR potentiator: potentiators of human oxytocin receptor | 320,000 compounds, 0.061% hits | P30559 | CHO-OTR cells, Fluo-8 calcium fluorescence, potentiator mode; 0% = oxytocin EC15, 100% = EC100 | activation, % at 3 µM;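 active = activation above that plate's cutoff, the mean activation of tested compounds plus 3 SD, cut at about 6.6% in these data, passing the limit was not always enough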;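 also: 100% uses oxytocin at 75 nM as the full agonist control; some results filed as inactive read as strong as hits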
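Assay system: CHO cell line stably expressing human OTR | Also added: Oxytocin at about EC15, sub-maximal agonist stimulus | Times: Compound 6 min at room temperature before oxytocin, 100 s read | Measured by: Fluo-8 intracellular calcium fluorescence, ex 470-495, em 515-575 nm | Controls: EC15 oxytocin alone as 0%, 75 nM oxytocin as 100%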
TAAR1 antagonist: human TAAR1 antagonism. 360,000 compounds, 1.5% hits. Q96RJ0. AID 624466. CHO RD-HGA16 TAAR1, Fluo-8 calcium fluorescence, antagonist. inhibition, % at 3 µM;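 active = inhibition above a per-plate cutoff, the mean inhibition of test compounds on that plate plus 3 SD, cut at about 49% in these data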;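 also: 0% = DMSO plus EC80 beta-PEA response and 100% = DMSO alone without agonist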
Target sequence (Q96RJ0 whole entry, looked up): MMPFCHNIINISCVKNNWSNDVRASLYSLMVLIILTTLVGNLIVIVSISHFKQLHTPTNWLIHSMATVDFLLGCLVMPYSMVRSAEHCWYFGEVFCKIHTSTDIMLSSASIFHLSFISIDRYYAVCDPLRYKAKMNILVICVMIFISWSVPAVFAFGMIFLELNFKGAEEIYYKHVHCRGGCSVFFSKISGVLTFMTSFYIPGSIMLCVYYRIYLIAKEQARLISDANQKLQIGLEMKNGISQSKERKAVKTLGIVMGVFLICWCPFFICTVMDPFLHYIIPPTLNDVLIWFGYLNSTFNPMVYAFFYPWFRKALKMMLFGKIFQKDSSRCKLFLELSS
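Test system: RD-HGA16 CHO cells with stable hTAAR1 and Gα16 / Probe or stimulus: EC80 β-phenethylamine stimulus / Times: seeding 17-24 h prior, 75-min 37 °C, 30-min RT dye loading / Detection: Fluo-8 calcium-sensitive fluorescence / Read-out basis: % inhibition scaled between DMSO and EC80 PEA controls / Repeats: singlicate, one well per test compound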
CHRM1 antagonist: antagonists of human M1 muscarinic receptor | P11229 | CHO-K1 hM1, Fluo-8 calcium fluorescence, ACh EC80 antagonist | inhibition, % at 3 µM | 360,000 compounds, 1.3% hits;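 active = percent inhibition above its own plate's cutoff, namely the mean of that plate's compound wells plus 3 SD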;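 also: peak over basal fluorescence ratio during 140 s after agonist addition; 0% = ACh EC80 plus DMSO and 100% = DMSO alone without agonist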
TAAR1 agonist: agonists of human TAAR1; Q96RJ0; CHO RD-HGA16 TAAR1, Fluo-8 calcium fluorescence; vehicle wells 0%, saturating PEA agonist 100%; activation, % at 3 µM; 360,000 compounds, 0.99% hits;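 active = activation above the mean activation of all test compounds in the run plus 3 SD, cut at about 38% in these data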
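Assay system – CHO-derived RD-HGA16 cells with stable Gα16 and human TAAR1 · Compound dosing – one-point dosing at 3 µM (nominal) · Incubation – 17-24 h seeding, 75 min 37 °C dye, 30 min RT · Measured by – kinetic Fluo-8 calcium fluorescence · Control set – DMSO vehicle as 0%, PEA at EC100 as 100% · Repeats – single well for each compound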
CHO parental Ca: counter-screen for OX1R antagonists: effect in parental CHO cells; parental CHO-K1, ATP-induced calcium, Fluo-8 fluorescence; inhibition, % at 5.6 µM; 330,000 compounds, 0.63% hits; AID 463079;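 active = inhibition above that plate's mean sample inhibition plus 3 SD, cut at about 26% in these data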;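 also: 0% = ATP-challenged DMSO wells and 100% = DMSO wells without ATP; some compounds past the cut are filed as inactive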
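Measured by: calcium-sensitive Fluo-8 fluorescence / Test system: CHO parental line / Controls: ATP-challenged DMSO wells low, unchallenged DMSO wells high / Measure: % inhibition / Compound: single nominal dose of 5.6 µM per compound / Replicates: single well per compound, no replicates / Reagent: ATP as calcium-mobilizing challenge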
CHRM1 PAM: potentiates human M1 receptor response to acetylcholine; P11229; CHO-K1 hM1, Fluo-8 calcium fluorescence, ACh EC20; 0% = ACh EC20, 100% = maximal ACh; activation, % at 3 µM; 360,000 compounds, 0.088% hits; AID 588819; in the data active = activation above about 19%, passing the limit was not always enough
M1 ag: activates human CHRM1 receptor; CHO-K1 hM1, Fluo-8 calcium fluorescence, agonist mode; 0% DMSO, 100% acetylcholine EC100; activation, % at 3 µM; 360,000 compounds, 0.33% hits; AID 588814;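 active = activation above the run's mean compound activation plus 3 SD, cut at about 16% in these data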;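 also: peak over basal fluorescence ratio within a 140 s kinetic read after compound addition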
Starred values were filed as active, the others as inactive; x = not tested or not shown.

Short forms: A = OXTR ag; B = V1R ag counter; C = OXTR potentiator; D = TAAR1 antagonist; E = CHRM1 antagonist; F = TAAR1 agonist; G = CHO parental Ca; H = CHRM1 PAM; I = M1 ag
1) Cc1ccc(C(=O)NNC(=O)CSc2nnc3c(n2)[nH]c2ccc(C)cc23)cc1
  A: -0.4; B: -0.1; C: -2; D: x; E: -7; F: x; G: 5; H: 5; I: -5
2) CCN(CC)S(=O)(=O)c1cc(C(=O)N2CCc3ccccc32)ccc1Cl
  A: 4.6; B: 2.9; C: -21; D: -9; E: -7; F: 2; G: -22; H: 4; I: -2
3) CC(=O)N1c2ccc(S(=O)(=O)NCCC(=O)Nc3ccccc3C)cc2CC1C (configuration not stated)
  A: 0.2; B: 0.5; C: -10; D: -17; E: -16; F: 0; G: -15; H: 20; I: 1
4) COC(=O)CCCNC(=O)c1ccc2[nH]c(C)c(C)c2c1
  A: 0.1; B: 0.7; C: -10; D: -3; E: 16; F: 0; G: 12; H: 1; I: 0
5) O=C(CSc1nc2[nH]ncc2c(=O)[nH]1)Nc1cccc([N+](=O)[O-])c1
  A: -0.2; B: -1.1; C: -3; D: -4; E: -28; F: 3; G: -7; H: 10; I: 0
6) Fc1cccc(NC(=S)NCCc2ccccc2)c1
  A: 4.3; B: 6.4; C: -15; D: -13; E: 10; F: 29; G: 1; H: -6; I: -3
7) CCOC(=O)C1=C(C)NC(C)=C(C(=O)OCC)C1C(=O)OCC(=O)NCc1ccco1
  A: -0.7; B: -0.1; C: 1; D: 41; E: 14; F: 13; G: -18; H: -14; I: 1
8) O=C(Nc1ccc2c(c1)OCCO2)c1cccnc1Oc1ccccc1
  A: -2.4; B: -0.4; C: -3; D: -42; E: 0; F: 4; G: -4; H: -3; I: -3
9) NC(=O)NCCCC(NC(=O)c1ccc(C#CC2(O)CCCCC2)cc1)C(=O)O (configuration not stated)
  A: 0.5; B: 0.9; C: -10; D: 7; E: -1; F: 1; G: 3; H: 8; I: -3
10) CCCCC(=O)N1CCN(c2ccc(OC)cc2[N+](=O)[O-])CC1
  A: 0.1; B: 1.3; C: -3; D: -3; E: 1; F: -1; G: -21; H: -1; I: -6
11) CC1CCCCN1C(=O)c1cccc(NC(=O)c2ccccc2)c1 (configuration not stated)
  A: 0.1; B: 0.2; C: 3; D: 9; E: 1; F: 2; G: -12; H: -2; I: -3
12) O=C(O)c1ccc(N/N=C/c2ccncc2)cc1
  A: 1.3; B: 0.6; C: -4; D: -3; E: -15; F: 1; G: 5; H: 10; I: -4
13) NC(=O)C1CCN(C(c2ccccc2)c2nnnn2C2CCCC2)CC1 (configuration not stated)
  A: 0.1; B: 0.8; C: -8; D: -2; E: -6; F: 10; G: -18; H: 6; I: -3
14) Cc1ccccc1N1C(=O)C2C3CCC(O3)C2C1=O (configuration not stated)
  A: -0.6; B: -1.1; C: -12; D: 2; E: -13; F: 4; G: -2; H: 0; I: -1
15) COC(=O)C1=C(C)NC(=O)CC1c1cccc(OC)c1OC (configuration not stated)
  A: 0.4; B: 1.4; C: -3; D: x; E: -8; F: x; G: -3; H: 5; I: -5
16) O=C(NCc1ccccn1)Nc1cccc([N+](=O)[O-])c1
  A: -0.6; B: -0.6; C: -12; D: -2; E: -4; F: 2; G: 18; H: 3; I: -2
17) CN(C)c1ccc2c(c1[N+](=O)[O-])Cc1ccccc1-2
  A: x; B: x; C: x; D: -6; E: 1; F: 1; G: x; H: -2; I: -4
18) O=C(COC(=O)c1ccc(NS(=O)(=O)c2cccs2)cc1)NCc1ccco1
  A: 0.8; B: 0.8; C: 4; D: x; E: -10; F: x; G: 6; H: 2; I: -4
19) CC1=C(C(=O)N(C)C)C(c2cccs2)NC(=O)N1 (configuration not stated)
  A: -0.1; B: 1.1; C: -5; D: -13; E: -5; F: 12; G: -1; H: 2; I: -1
20) Cn1cccc1C(=O)OCC(=O)NNC(=O)c1ccc([N+](=O)[O-])cc1
  A: 1.2; B: 2.1; C: -4; D: 9; E: -10; F: 3; G: -1; H: 8; I: -1
21) C[C@H](NC(=O)c1cc2c([nH]c3ccccc32)c(-c2ccccc2)n1)C(=O)O
  A: 1.6; B: -0.2; C: -4; D: -12; E: -18; F: 15; G: -7; H: 7; I: -1
22) Cc1cccc(N2CCN(C(=O)CCC(=O)N3Cc4ccccc4Oc4ncccc43)CC2)c1C
  A: -1.1; B: 3.5; C: -5; D: -11; E: -1; F: -3; G: -45; H: -4; I: -3
23) c1ccc2c(c1)nc(-c1ccncc1)n1nnnc21
  A: -0.4; B: 1.1; C: -6; D: -18; E: -6; F: 12; G: -14; H: 13; I: -4
24) O=C(NC(=S)Nc1ccccc1N1CCN(C(=O)c2ccccc2)CC1)c1ccccc1F
  A: 1.0; B: 1.7; C: -10; D: 47; E: -8; F: 3; G: -24; H: 3; I: -1
25) CCN(CC)c1ncnc2c1ncn2[C@H]1CN(Cc2ccco2)C[C@@H](CO)O1
  A: x; B: x; C: x; D: 2; E: -15; F: 2; G: x; H: 4; I: -2

Part of the list above in order of molecular weight, lowest first.
Short forms: A = OXTR ag; B = V1R ag counter; C = OXTR potentiator; D = TAAR1 antagonist; E = CHRM1 antagonist; F = TAAR1 agonist; G = CHO parental Ca; H = CHRM1 PAM; I = M1 ag
12) O=C(O)c1ccc(N/N=C/c2ccncc2)cc1
  A: 1.3; B: 0.6; C: -4; D: -3; E: -15; F: 1; G: 5; H: 10; I: -4
4) COC(=O)CCCNC(=O)c1ccc2[nH]c(C)c(C)c2c1
  A: 0.1; B: 0.7; C: -10; D: -3; E: 16; F: 0; G: 12; H: 1; I: 0
2) CCN(CC)S(=O)(=O)c1cc(C(=O)N2CCc3ccccc32)ccc1Cl
  A: 4.6; B: 2.9; C: -21; D: -9; E: -7; F: 2; G: -22; H: 4; I: -2

Rewritten in transposed form: 7 of the compounds above.
(2) CCN(CC)S(=O)(=O)c1cc(C(=O)N2CCc3ccccc32)ccc1Cl
(3) CC(=O)N1c2ccc(S(=O)(=O)NCCC(=O)Nc3ccccc3C)cc2CC1C (configuration not stated)
(4) COC(=O)CCCNC(=O)c1ccc2[nH]c(C)c(C)c2c1
(5) O=C(CSc1nc2[nH]ncc2c(=O)[nH]1)Nc1cccc([N+](=O)[O-])c1
(6) Fc1cccc(NC(=S)NCCc2ccccc2)c1
(7) CCOC(=O)C1=C(C)NC(C)=C(C(=O)OCC)C1C(=O)OCC(=O)NCc1ccco1
(8) O=C(Nc1ccc2c(c1)OCCO2)c1cccnc1Oc1ccccc1
Screen / compound no.	2	3	4	5	6	7	8
OXTR ag	4.6	0.2	0.1	-0.2	4.3	-0.7	-2.4
V1R ag counter	2.9	0.5	0.7	-1.1	6.4	-0.1	-0.4
OXTR potentiator	-21	-10	-10	-3	-15	1	-3
TAAR1 antagonist	-9	-17	-3	-4	-13	41	-42
CHRM1 antagonist	-7	-16	16	-28	10	14	0
TAAR1 agonist	2	0	0	3	29	13	4
CHO parental Ca	-22	-15	12	-7	1	-18	-4
CHRM1 PAM	4	20	1	10	-6	-14	-3
M1 ag	-2	1	0	0	-3	1	-3

Next section
Short forms: A = OXTR ag; B = V1R ag counter; C = OXTR potentiator; D = TAAR1 antagonist; E = CHRM1 antagonist; F = TAAR1 agonist; G = CHO parental Ca; H = CHRM1 PAM; I = M1 ag
26) COc1cccc(/C=N/NC(=O)CNC(=O)COc2cccc(C)c2)c1O
  A: 0.7; B: 6.0; C: -15; D: -39; E: -7; F: 7; G: -38; H: 2; I: -2
27) Cc1ccc(NC(=O)COC(=O)CCc2ccccc2)cc1S(=O)(=O)N1CCOCC1
  A: 5.8; B: 3.0; C: -5; D: -5; E: -2; F: 2; G: -15; H: 7; I: 2
28) O=C(Nc1cccc(Cl)c1Cl)C1CC(=O)N(c2ccc(Br)cc2)C1 (configuration not stated)
  A: 9.9; B: 6.5; C: -12; D: 13; E: 18; F: 18; G: -20; H: -15; I: 1
29) CCOC(=O)c1ccc(-n2c(CN3CCN(CCO)CC3)nc3ccc([N+](=O)[O-])cc3c2=O)cc1
  A: -2.3; B: 0.3; C: -8; D: -36; E: -2; F: 11; G: -8; H: 0; I: -3
30) COc1cccc(C(=O)Nc2nnc(-c3cccs3)s2)c1
  A: -1.0; B: -0.5; C: -10; D: 1; E: -7; F: 17; G: -19; H: 10; I: -2
31) COc1cc2c3c(c1OC)C1(C=CC(=NO)C=C1)CC3N(C(C)=O)CC2 (configuration not stated)
  A: -1.9; B: 0.5; C: -20; D: -6; E: -8; F: 15; G: 0; H: 3; I: -3
32) O=C(N[C@@H]1CCC(=O)N(CC[C@H](Oc2ccccc2)c2ccccc2)CC1)OCc1ccccc1
  A: -1.1; B: -1.3; C: -16; D: 20; E: 4; F: 7; G: -33; H: -3; I: -7
33) O=C(O)c1ccccc1Nc1ccc([N+](=O)[O-])cc1
  A: -0.2; B: -0.2; C: 4; D: 4; E: -12; F: -2; G: -10; H: 9; I: -4
34) Cn1nc([N+](=O)[O-])nc1Sc1nnc(-c2ccccc2)o1
  A: -0.2; B: 1.4; C: -6; D: -15; E: -22; F: 14; G: -15; H: 3; I: -4
35) CCOC(=O)c1ccc(S(=O)(=O)N2CCC(C(=O)N3CCN(c4ccccc4OC)CC3)CC2)cc1
  A: x; B: x; C: x; D: 24; E: 2; F: 26; G: x; H: -5; I: -2
36) CC1CN(CCc2ccccc2)c2nc3c(c(=O)n(CC(N)=O)c(=O)n3C)n2C1 (configuration not stated)
  A: 1.2; B: 0.5; C: -5; D: -19; E: -7; F: 6; G: 3; H: 5; I: -4
37) O=C(CCC1CCCCC1)Nc1cc(Cl)ccc1N1CCOCC1
  A: x; B: x; C: x; D: 6; E: -8; F: 2; G: x; H: 5; I: -3
38) O=C(CSc1nc2ccsc2c(=O)n1Cc1ccc(C(=O)O)cc1)NCC1CCCO1 (configuration not stated)
  A: -1.1; B: -0.2; C: 2; D: 2; E: 6; F: 1; G: 0; H: 5; I: -1
39) COC(=O)c1sc(NC(=O)c2ccc(Cn3cc(Cl)cn3)o2)c(C#N)c1C
  A: 5.1; B: 7.4; C: -21; D: 5; E: 21; F: 19; G: -21; H: -12; I: -4
40) COc1ccc(N2CCN(C(=O)C(C)(C)Oc3ccc(Cl)cc3)CC2)cc1
  A: -1.6; B: -1.4; C: -6; D: 2; E: -8; F: -1; G: -12; H: 4; I: -3

Compound activity as filed in PubChem.
